KOR beta-arrestin-1: KOR agonists, beta-arrestin recruitment, primary screen, cell-based, luminescence, uHTS (AID 1777); KOR beta-arrestin recruitment, luminescence; higher % means a stronger effect; one-dose activation, % at 10 µM; EC50 in µM for titrated hits; hit rate 0.02% among 280,000; in the data active = activation above about 50%, passing the limit was not always enough; note: a part of the inactive calls stands beside numbers as strong as those of hits
KOR beta-arrestin-2: KOR antagonists, beta-arrestin recruitment, cell-based, luminescence, uHTS (AID 1778); hit rate 0.091% among 290,000; one-dose inhibition, % at 10 µM; IC50 in µM for titrated hits; KOR beta-arrestin recruitment, luminescence, antagonist mode; higher % means a stronger effect; note: strong numbers were not always called active
HEK293 NOD2/NF-kB: inhibition of NOD2-driven NF-kB reporter – cell-based, luminescence, uHTS, HEK293 (AID 1566) | HEK293 NOD2/NF-kB luciferase reporter, luminescence; higher % means a stronger effect | inhibition, % at 4 µM, or EC50 in µM where a hit was titrated | hit rate 0.63% among 290,000; note: many of its hits are not listed in these tables
Myeloid diff MLP: compounds promoting myeloid differentiation; calls only at 10 µM; ER-HoxA9 myeloid progenitors, lysozyme-GFP differentiation, flow cytometry; hit rate 1% among 360,000;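 active = normalized GFP-positive differentiation at or above the plate's own cutoff, the solvent-only control mean plus 3 SD; inconclusive = no clear call, values can overlap the other calls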;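 note: cells exposed to compound for four days before flow analysis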
Salmonella PhoP GFP: inhibitors of PhoP regulon expression, primary screen, Salmonella Typhimurium, GFP reporter (AID 1863); S. Typhimurium PhoP-regulated promoter GFP reporter, 4 h; higher % means a stronger effect; inhibition, % at 50 µM; hits with a dose series show IC50 in µM; hit rate 0.16% among 300,000;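 active = inhibition over 29.93%, a cutoff 3 SD above the screen mean, later confirmed by dose response; inconclusive = inhibition over 29.93% but no dose response follow-up; inactive = inhibition at most 29.93% or unconfirmed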;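 note: 0% = low Mg2+ inducing control and 100% = high Mg2+ repressing control; strong numbers were not always called active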
LYP inhibition: PTPN22 lymphoid phosphatase activity blockers – biochemical, fluorescence intensity, uHTS (AID 1779). recombinant LYP phosphatase, fluorescence intensity; higher % means a stronger effect. one-dose inhibition, % at 11.5 µM; IC50 in µM for titrated hits. hit rate 0.054% among 290,000;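 note: plate controls were vehicle with enzyme for no effect and no enzyme for full effect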
NOD1 NF-kB reporter: NOD1 signaling inhibitors, primary screen, cell-based, luminescence, uHTS (AID 1578) | inhibition, % at 4 µM; hits with a dose series show EC50 in µM | NOD1-driven NF-kB luciferase reporter cells, luminescence; higher % means a stronger effect | hit rate 1% among 290,000; in the data active = inhibition mostly above about 36%, no sharp cut-off; inactive = mostly below about 34%;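 note: HEK-293T reporter cells stimulated with the NOD1 agonist gamma-tri-DAP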
HIV fusion peptide: cell-free HIV fusion peptide-binding blockers – biochemical, uHTS, fluorescence dequenching, primary screen (AID 1986); cell-free peptide binding, fluorescence dequenching, 30 min; higher % means a stronger effect; inhibition, % at 20 µM; hits with a dose series show IC50 in µM; hit rate 0.3% among 290,000; in the data active = inhibition mostly above about 52%, no sharp cut-off; inactive = mostly below about 76%; note: some results filed as inactive read as strong as hits
SIAH1 antagonists: blockers of Siah-1 interaction with plectin peptide – biochemical, fluorescence polarization, rhodamine-plectin, uHTS, primary screen (AID 1817) | Siah-1 / rhodamine-plectin peptide fluorescence polarization; higher % means a stronger effect | displacement, % at 20 µM; hits with a dose series show IC50 in µM | hit rate 0.02% among 290,000;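 active = displacement of at least 50% at 20 µM, with a fluorescence ratio check between 0.3 and a set limit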;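 note: plate controls were Siah plus tracer with DMSO for no effect and tracer alone without Siah for full effect; strong numbers were not always called active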
Myeloid diff MLP GFP+ MAC1+ %: recorded beside Myeloid diff MLP, whose call it bears; GFP+ MAC1+ double positive, %; measured here: differentiation confirmed by MAC1 staining
Numbers without * were called inactive; i = inactive; ? = inconclusive; . = not tested or not shown; [ ] = dose if it differs, or a comment. Cut-off read from the data, not from the text of the source, unless noted: active = inhibition above about 50%; inactive = the rest. Not all compounds are listed; the hit share may differ from the screen's.

SMILES	KOR beta-arrestin-1	KOR beta-arrestin-2	HEK293 NOD2/NF-kB	Myeloid diff MLP	Myeloid diff MLP GFP+ MAC1+ %	Salmonella PhoP GFP	LYP inhibition	NOD1 NF-kB reporter	HIV fusion peptide	SIAH1 antagonists
CCNC(=O)COC(=O)c1cc(C)nc2ccccc12	-3.3%	-5.5%	0.3%	i	0.7	5.5%	-1.3%	-34.7%	0.3%	-4.0%
COc1cc(Oc2nc(C(F)(F)F)nc3ccccc23)ccc1C=O	-0.9%	29.2%	20.4%	i	0.4	.	-1.9%	-5.4%	2.1%	3.3%
O=C(Nc1ccc(F)cc1)c1cccc(C(=O)Nc2ccc(F)cc2)c1	-4.1%	-1.7%	16.2%	i	0.3	-6.2%	-4.6%	-8.2%	1.8%	9.0%
COCc1cc(CN2CCN(CCCc3ccccc3)C(CCO)C2)ccc1OC (stereo not given)	2.9%	-5.4%	-27.8%	i	0.4	2.1%	-2.3%	-2.2%	0.7%	1.8%
COCCN(C(=O)CNC(=O)c1cccs1)C(C(=O)NC(C)(C)C)c1ccccc1 (stereo not given)	-0.6%	-51.1%[20 µM]	4.8%	i	0.2	6.4%	-4.7%	-34.7%	0.2%	11.7%
CC(C)(C)N1C(=O)c2ccc(C(=O)Nc3cc(C(=O)O)cc(C(=O)O)c3)cc2C1=O	-7.6%	-35.8%[20 µM]	7.6%	i	0.9	6.2%	-6.8%	17.1%	1.6%	-10.8%
CCOC(=O)C1CCC/C1=N\NC(=O)CN(c1cc(OC)ccc1OC)S(=O)(=O)c1ccccc1 (stereo not given)	-3.5%	-2.6%	-0.1%	i	1.0	-2.7%	-2.6%	-18.7%	2.0%	7.1%
O=C(CSc1oc(-c2cccs2)nc1S(=O)(=O)c1ccccc1)NC1CCCCC1	1.4%	-6.1%	-10.5%	i	2.3	-4.7%	7.7%	10.9%	6.9%	2.1%
O=[N+]([O-])c1ccc2c(c1)CNc1ccccc1O2	0.5%	-15.5%	-2.4%	i	0.1	1.0%	-1.8%	-0.2%	-3.9%	-4.7%
CC1CCCCC1NC(=O)c1cn(C)c2ccc(S(=O)(=O)N3CCOCC3)cc2c1=O (stereo not given)	0.6%	-4.9%	-1.4%	i	0.4	-9.2%	-2.0%	-26.7%	1.4%	-0.9%
CCCCn1c(N)c(N(CC(C)C)C(=O)c2oc3ccc(OCC)cc3c2C)c(=O)[nH]c1=O	-5.5%	22.7%	-0.7%	i	4.1	2.2%	-4.3%	-41.1%	3.2%	-1.8%
CC(C)(C)C(=O)NNC(=O)C1CC1(c1ccccc1)c1ccccc1 (stereo not given)	-2.9%	12.1%	-8.0%	i	0.1	-3.9%	-3.8%	-5.2%	-2.0%	3.0%
O=C(O)CCC(=O)N1N=C(c2c(-c3ccccc3)c3cc(Cl)ccc3[nH]c2=O)CC1c1ccccc1 (stereo not given)	.	-1.8%[20 µM]	7.3%	i	0.2	-4.1%	-0.4%	-21.6%	9.5%	6.6%
CCC(C)Sc1cc(C)c(C#N)c2nc3ccccc3n12 (stereo not given)	11.8%	-82.5%	19.1%	i	0.3	-12.4%	-4.2%	-2.2%	-0.6%	2.1%
Cc1nnc(NC(=O)c2cccc(F)c2)s1	-1.3%	7.7%	0.9%	i	0.5	6.4%	-10.9%	3.4%	2.2%	-11.0%
Cc1nn(C(C)C(=O)NCCCN2CCCCC2C)c(=O)c2c1sc1ccccc12 (stereo not given)	0.8%	-11.9%	3.0%	i	0.7	0.8%	-6.0%	0.7%	-0.2%	-3.5%
O=C(CN1C(=O)c2cccnc2Oc2ccc(Cl)cc21)NC1CCCCC1	-6.1%	-28.8%[20 µM]	17.7%	i	5.4	.	-7.9%	-4.5%	0.1%	4.9%
COC(=O)c1ccsc1NC(=O)CSc1nnnn1Cc1ccccc1	0.5%	-76.4%	3.6%	i	0.4	9.0%	-4.0%	-9.4%	0.2%	1.4%
CCc1ccc(S(=O)(=O)Nc2cccc(-c3ccc4nncn4n3)c2)s1	-4.0%	-23.5%	8.3%	i	0.0	-3.7%	-4.6%	-3.8%	-1.1%	24.2%
CC(=O)Nc1nc(CC(=O)c2ccccc2)cs1	-2.7%	-6.7%	2.0%	i	3.6	.	2.1%	-10.6%	2.0%	6.8%
Cc1ccccc1OCC(=O)NC(=S)Nc1ccc(N2CCOCC2)c(Cl)c1	4.4%	-4.1%	-2.5%	i	0.6	-3.0%	8.6%	-8.2%	-1.4%	-0.2%
Cc1cc(OCCCCCNCCO)cc(C)c1Cl	-2.9%	-35.3%	13.2%	i	8.0	-3.2%	-5.6%	-12.4%	-1.8%	1.1%
CCOc1ccc2[nH]c(=O)c(CN(CCO)C(=O)c3ccc(F)cc3)cc2c1	-1.6%	8.8%	17.2%	i	0.9	1.0%	1.2%	-3.1%	1.6%	0.4%
Cn1c(SCC(=O)N2CCN(C(=O)c3ccco3)CC2)nnc1-c1ccc(NS(C)(=O)=O)cc1	3.2%	-8.9%	10.9%	i	0.0	-2.0%	-8.3%	-34.1%	-0.5%	-2.2%
COc1ccc(/C=C2\CCc3ccccc3C2=O)cc1O	0.1%	-146.7%	-181.1%	?	.	-2.2%	4.1%	-106.9%	6.0%	4.6%
SMILES	KOR beta-arrestin-1	KOR beta-arrestin-2	HEK293 NOD2/NF-kB	Myeloid diff MLP	Myeloid diff MLP GFP+ MAC1+ %	Salmonella PhoP GFP	LYP inhibition	NOD1 NF-kB reporter	HIV fusion peptide	SIAH1 antagonists
Cc1c(Cl)cccc1NC(=O)Nc1ccc(C(=O)N2CCCC2)cc1	-1.6%	6.2%	-0.9%	i	0.2	17.4%	-6.0%	-19.9%	1.0%	-5.0%
COC(=O)c1ccccc1NC(=O)c1cnc2sccn2c1=O	-4.7%	-4.3%	-7.8%	i	1.8	2.7%	0.5%	-5.4%	-1.5%	-5.4%
CCc1ccc(C(=O)NC(CCSC)C(=O)OC)cc1 (stereo not given)	-2.2%	19.5%	14.8%	i	0.2	-0.8%	-1.1%	-31.1%	1.5%	9.2%
CC(C)(C)c1nc(Sc2ncccc2[N+](=O)[O-])n[nH]1	.	-25.3%	9.6%	i	0.4	-5.4%	-8.3%	3.1%	-0.9%	-2.0%
CCOc1cccc2cc(C(=O)N3CCOCC3)c(=O)oc12	0.7%	29.6%	1.7%	i	0.5	2.1%	-7.8%	-35.0%	-0.4%	0.9%
COc1ccc(N(CC(=O)NCCSc2ccccn2)S(=O)(=O)c2ccccc2)cc1Cl	4.4%	-24.6%	-0.2%	.	.	-4.4%	-4.5%	30.1%	-0.5%	5.8%
N/C(=N\OC(=O)CCc1ccccc1)c1ccc(Br)cc1	-2.5%	34.0%	8.1%	i	1.6	10.2%	-11.5%	15.0%	-1.8%	-6.6%
COc1ccc(OC)c(C2C(C(=O)c3ccco3)=C(O)C(=O)N2Cc2cccnc2)c1 (stereo not given)	2.7%	12.5%	3.2%	i	0.5	-2.0%	-6.4%	5.7%	-0.9%	3.0%
CCCC(NC(=O)CCl)c1ccccc1 (stereo not given)	1.0%	-6.0%	-2.6%	i	0.8	-0.9%	-6.0%	53.6%	-0.3%	-1.5%
COc1ccc(C2C(C#N)=C(N)Oc3n[nH]c(C)c32)cc1CSc1ccccn1 (stereo not given)	1.5%	-0.4%	-3.5%	i	3.5	2.4%	9.6%	.	-2.2%	-0.4%
CC(=O)NCCc1ccc(S(=O)(=O)N2CCN(c3nc(-c4ccccc4)c(C)s3)CC2)cc1	-2.5%	1.7%	17.2%	i	0.5	-1.7%	-7.9%	-1.3%	-2.4%	2.8%
COc1ccc(OC)c(CCNC(=O)CCc2nnc3ccc(N4CCCCC4)nn23)c1	3.8%	-8.1%	15.9%	i	6.2	-1.3%	-6.9%	-22.2%	-1.3%	2.7%
O=S(=O)(Cc1ccc(Cl)cc1)N1CCN(Cc2ccccc2)CC1	-3.9%	2.1%	-13.4%	i	5.6	-5.8%	-4.5%	-15.3%	1.1%	5.9%
Cc1ccc(C)c(NC(=O)C(Sc2nc3ccc(C)cc3[nH]2)c2ccccc2)c1 (stereo not given)	-3.0%	0.0%	-28.0%	i	0.6	6.4%	-2.4%	-22.2%	0.8%	4.3%
COC(=O)c1ccc(CN2CCN(Cc3ccccc3)C(CCO)C2)cc1 (stereo not given)	-4.4%	4.0%	0.7%	i	0.6	-3.3%	-5.8%	-15.7%	2.1%	3.7%
O=C(O)c1sccc1Oc1ccc(NS(=O)(=O)c2ccccc2)cc1	3.8%	-0.3%	-23.0%	i	0.3	-0.8%	0.2%	-14.1%	4.6%	0.4%
CCOC(=O)c1ccc(Nc2nc(-c3cccnc3)nc3ccccc23)cc1	1.3%	-41.4%	16.4%	i	0.1	1.3%	-10.7%	-9.9%	2.0%	5.1%
CCOc1ccc(C(=O)N2CCCC(c3nc(-c4cccs4)no3)C2)cc1 (stereo not given)	1.3%	14.6%	23.0%	i	1.0	-0.6%	-4.5%	7.3%	0.5%	19.5%
Cc1nc2ccc(NC3=NCCCCC3)cc2s1	-7.6%	18.0%	13.1%	i	0.4	-2.4%	-3.6%	5.9%	0.1%	-0.7%
O=C(Nc1ncccn1)C12CC3CC(CC(C3)C1)C2	3.2%	-28.6%	3.0%	i	0.3	-9.8%	-6.8%	-3.1%	-1.3%	-1.6%
Cc1ccc(N2CCN(S(=O)(=O)N3CCCCCC3)CC2)cc1Cl	-4.9%	-10.1%	5.1%	i	0.7	11.5%	-9.8%	10.2%	1.9%	1.0%
CCOc1ccc(C(=O)CCC(=O)NC(CC(C)C)C(=O)OC)cc1 (stereo not given)	0.7%	-8.2%	-3.5%	i	0.3	-3.0%	-3.1%	-28.7%	4.2%	2.0%
N#Cc1ccc(C(=O)Nn2cnnc2)cc1	-2.9%	-9.4%	-9.8%	i	0.4	-4.3%	-7.3%	-8.0%	0.6%	4.9%
Cc1cc(C)n(CC(=O)N/N=C/c2cccs2)n1	-2.2%	7.9%	-13.9%	i	0.1	-1.4%	-6.0%	12.5%	-1.0%	-7.8%
Cc1nc(S/C(=C/c2ccc(-c3cc(Cl)ccc3C)o2)C(=O)O)n[nH]1	-0.7%	-41.2%	-17.7%	i	0.6	-13.6%	11.0%	-4.7%	53.1%	1.1%
COc1cccc(C(=O)CC(=O)C(=O)Nc2cc(Cl)c(OC)cc2OC)c1	6.3%	-40.9%	-3.9%	i	0.5	-7.4%	0.1%	-26.3%	7.5%	-5.4%

3 entries out of the list, ordered by molar mass, highest first.
SMILES	KOR beta-arrestin-1	KOR beta-arrestin-2	HEK293 NOD2/NF-kB	Myeloid diff MLP	Myeloid diff MLP GFP+ MAC1+ %	Salmonella PhoP GFP	LYP inhibition	NOD1 NF-kB reporter	HIV fusion peptide	SIAH1 antagonists
CC(=O)NCCc1ccc(S(=O)(=O)N2CCN(c3nc(-c4ccccc4)c(C)s3)CC2)cc1	-2.5%	1.7%	17.2%	i	0.5	-1.7%	-7.9%	-1.3%	-2.4%	2.8%
CCOc1ccc(C(=O)N2CCCC(c3nc(-c4cccs4)no3)C2)cc1 (stereo not given)	1.3%	14.6%	23.0%	i	1.0	-0.6%	-4.5%	7.3%	0.5%	19.5%
CCOC(=O)c1ccc(Nc2nc(-c3cccnc3)nc3ccccc23)cc1	1.3%	-41.4%	16.4%	i	0.1	1.3%	-10.7%	-9.9%	2.0%	5.1%

Screening data (PubChem BioAssay)
